# ROC1-CUL1 inh: inhibitors of human ROC1-CUL1 ubiquitin ligase activity. E3 ubiquitin-protein ligase RBX1 (Homo sapiens) + Cullin-1 (Homo sapiens), P62877+Q13616. in vitro K48 di-Ub FRET, acceptor:donor ratio, 45 min. inhibition, % at 10 µM. actives 0.6% (n = 140,000); in the data active = inhibition above about 25%
# Target sequence (P62877 whole entry, looked up): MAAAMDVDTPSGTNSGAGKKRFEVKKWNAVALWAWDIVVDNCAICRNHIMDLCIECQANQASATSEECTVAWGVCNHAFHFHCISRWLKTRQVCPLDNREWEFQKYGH
# Target sequence (Q13616 whole entry, looked up): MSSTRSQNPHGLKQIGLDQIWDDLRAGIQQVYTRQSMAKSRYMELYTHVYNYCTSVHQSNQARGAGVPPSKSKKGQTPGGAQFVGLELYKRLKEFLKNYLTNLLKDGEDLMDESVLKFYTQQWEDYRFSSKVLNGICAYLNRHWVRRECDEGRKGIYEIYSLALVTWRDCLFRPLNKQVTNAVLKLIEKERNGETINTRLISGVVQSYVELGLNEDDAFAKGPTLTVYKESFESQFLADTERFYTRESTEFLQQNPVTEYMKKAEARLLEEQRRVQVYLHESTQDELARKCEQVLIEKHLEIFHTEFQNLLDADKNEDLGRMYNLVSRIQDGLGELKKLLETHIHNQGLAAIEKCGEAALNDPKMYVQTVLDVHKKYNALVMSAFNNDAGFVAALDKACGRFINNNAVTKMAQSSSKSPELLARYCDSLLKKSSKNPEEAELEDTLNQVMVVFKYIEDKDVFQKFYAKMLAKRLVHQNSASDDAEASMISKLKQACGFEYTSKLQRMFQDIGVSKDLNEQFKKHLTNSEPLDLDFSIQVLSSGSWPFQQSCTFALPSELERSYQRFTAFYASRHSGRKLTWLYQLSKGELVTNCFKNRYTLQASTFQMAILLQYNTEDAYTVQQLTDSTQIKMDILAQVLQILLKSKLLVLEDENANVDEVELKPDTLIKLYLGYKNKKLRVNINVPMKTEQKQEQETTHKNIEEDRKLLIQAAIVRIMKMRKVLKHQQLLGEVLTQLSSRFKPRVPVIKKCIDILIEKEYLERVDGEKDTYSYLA
# Starred values were filed as active, the others as inactive. These rows are one share of the data; the hit share may differ from the screen's.
SMILES,ROC1-CUL1 inh
Fc1ccc(N2CCN(c3ncnc4onc(-c5ccc(Cl)cc5)c34)CC2)cc1,-3
CCCc1[nH]nc2c1C(c1ccc(Cl)c([N+](=O)[O-])c1)C(C#N)C(=N)O2 (stereo unspecified),-1
COc1cccc(CN2CCOc3ccc(CN4CCC(Oc5cccnc5)CC4)cc3C2)c1OC,7
CCOC(=O)C1C(=N)Oc2ccc3ccc(O)cc3c2C1c1ccc(Cl)cc1 (stereo unspecified),2
C[C@@]12CC(=O)C[C@]1(C)CC1(C2)OCc2ccccc2CO1,4
O=C1CC(c2cccs2)Sc2nncn21 (stereo unspecified),9
CC(=O)Nc1ccc(N(C)C)c(C(C)(C)C)c1,3
Cn1c(=O)c2sccc2n2c(CCCC(=O)Nc3ccc(F)cc3F)nnc12,-12
CCOC(=O)c1c(C)nc(SCC(=O)Nc2ccc(Cl)cc2)c(C#N)c1-c1ccc(OC)cc1,-14
COc1ccc(NC(c2ccc(F)cc2)c2nnc(-c3ccccc3Cl)o2)cc1Cl (stereo unspecified),3
C=CCNC(=O)N1CCC2(CCCN(Cc3cccc(OC)c3)C2=O)C1 (stereo unspecified),-1
COc1cc(C2c3c(oc4ccccc4c3=O)C(=O)N2c2ccccn2)cc(OC)c1OC (stereo unspecified),-1
O=C(Cc1c(Cl)cccc1Cl)NCCN1CCCCC1,-3
O=C(Nc1nccs1)c1cccc(Br)c1,-5
O=C(CCc1ccccc1)N/N=C/c1cc(Cl)cc(Cl)c1O,-9
Cc1ccc2c(c1)c(=O)c(C(=O)c1ccc3c(c1)OCO3)cn2Cc1ccc(Cl)cc1,-3
Cc1cc(C(C)(C)C)n2ncc(-c3ccccc3)c2n1,-1
CC1=NC(=S)NC(c2cccc(Cl)c2)C1C(=O)OCC(C)C (stereo unspecified),-7
Cc1ccc(C)c(NC(=O)CCOc2ccccc2)c1,7
Cc1ccc(CSc2nc3cccnc3n2Cc2ccc(C(=O)NCc3cccs3)cc2)cc1,-6
COc1ccc(/C=N/NC(=O)c2cccc([N+](=O)[O-])c2)c2ccccc12,3
CCc1cccc(C)c1NC(=O)CN1C(=O)C2(SCC(=O)N2c2cccc(F)c2)c2ccccc21 (stereo unspecified),4
O=C(C1=NN(c2ccccc2)C2(S1)SC(c1ccc(Cl)cc1)(c1ccc(Cl)cc1)c1ccccc12)c1ccccc1 (stereo unspecified),0
Cc1cc([N+](=O)[O-])ccc1NC(C)(C)C,10
Cc1nc(CNc2cc(C3CCNCC3)ncn2)nc2c1CCCC2,-1
CC/C(=N\NC(=O)c1ccncc1)C12CC3CC(CC(C3)C1)C2,-5
Cc1ccc(N2CC(NC(=O)C3CCCCC3)CC2=O)cc1C (stereo unspecified),-2
CC(C)Oc1ccc(NC(=O)C2CCCCC2)cc1,-6
CN(C)/C=C1\C(=O)c2ccccc2OC1C1CCCCC1 (stereo unspecified),11
Cc1oc(-c2ccc(NC(=O)C3CCC3)cc2)nc1CNC(=O)C1CC(=O)N(Cc2ccccn2)C1 (stereo unspecified),-2
O=C(NCc1ccncc1)c1coc(CN2CCN(C/C=C/c3ccccc3)CC2)n1,8
C=CCNC(=S)NNC(=O)c1ccccc1OCc1ccccc1,7
Cn1nnc(-c2ccc(OCc3ccccc3)cc2)n1,4
COc1ccc(NCc2cc(I)c(OCc3ccccc3)c(OC)c2)cc1,-8
CC1CCc2c(sc3ncnc(N4CC(C)OC(C)C4)c23)C1 (stereo unspecified),-3
CCc1[nH]nc2c1C(c1ccc(SC)cc1)C(C#N)C(=N)O2 (stereo unspecified),-4
CCN(CC)c1ccc(NC(=O)C2CC2)cc1,1
CC(C(=O)Nc1ccccc1C(F)(F)F)n1nnc2sc3c(c2c1=O)CCCC3 (stereo unspecified),9
Cc1ccc2c(CC(=O)Nc3ccc(S(=O)(=O)N4CCCC(C)C4)cc3)coc2c1 (stereo unspecified),2
O=C(NCCC1=CCCCC1)c1ccc2c(c1)N(Cc1ccccc1)C(=O)c1ccccc1S2(=O)=O,-3
COc1ccccc1C(=O)Nc1ccc(S(=O)(=O)Nc2ncccn2)cc1,6
C(=C\c1ccccc1)/CNCC1CCNCC1,-11
COc1cc(/C=N/N2C(=O)C3C4C=CC(CC4)C3C2=O)ccc1OCc1ccc(Cl)cc1Cl (stereo unspecified),-2
C#CCOc1c(Cl)cc(/C=C2\SC(=Nc3ccc(Cl)c(C(=O)O)c3)N(C)C2=O)cc1OC,2
COc1cc(OC)cc(C(=O)Nc2cccc(Oc3ccc(C(=O)O)c(C(=O)O)c3)c2)c1,-3
CC(C)Oc1ccc(CNC(=O)c2ccc(NC(=O)N3CCSc4ncccc43)cc2)cc1,3
COc1ccc(Nc2cc(C(=O)NCc3ccccc3OC)c3ccccc3n2)cc1,16
CC1CN(c2ccc(Cl)cc2)c2nc3c(c(=O)n(CC(=O)O)c(=O)n3C)n2C1 (stereo unspecified),1
O=C(NCC(c1ccc2c(c1)OCO2)N1CCOCC1)c1ccccc1 (stereo unspecified),-5
CSc1ccc(CNc2ncc(-c3ccccc3)n2C)cc1,4
Cc1ccc2c(c1)C(C)(c1ccccc1)CC(C)(C)N2C(=O)c1ccc(F)cc1 (stereo unspecified),-4
CCOCc1nnc(NC(=O)Cc2ccc(OC)c(OC)c2)s1,-1
CN(C)CC(=O)NCc1cccnc1Oc1cccc(C(F)(F)F)c1,0
CCOc1ccc(NC(=O)CSc2oc(-c3ccco3)nc2S(=O)(=O)c2ccccc2)cc1,0
CSc1ccc(CCNC(=O)CCn2c(=O)c3cccn3c3cccnc32)cc1,2
CCCNC(=O)c1nnn(-c2cc(C)cc(C)c2)c1C,1
C=CCC1(CC=C)CCCN1CC1(O)CCCN(C)C1=O (stereo unspecified),3
c1ccc(C2C3CCCCC3=Nc3ncnn32)cc1 (stereo unspecified),1
CCCCCCCSc1nnc2c(n1)OC(c1ccncc1)Nc1ccccc1-2 (stereo unspecified),-3
CCCCN(C)CCCNC(=O)Cn1ncc2c3ccccc3n(Cc3cccc(Cl)c3)c2c1=O,5

# Further records follow:
SMILES,ROC1-CUL1 inh
O=C(Nc1cc(Oc2ccc(F)cc2)cc(Oc2cccnc2)c1)c1nc2nc(-c3ccccc3)cc(C(F)(F)F)n2n1,-3
CCCN1C/C(=C/c2ccc(F)cc2)C(=O)/C(=C/c2ccc(F)cc2)C1,5
CCc1ccc(NC(=O)CSc2nnc(CNC(=O)c3ccc(OC)c(OC)c3)n2CC)cc1,-5
CC(=O)N(/N=C/c1ccc2c(c1)OCO2)c1nc(-c2ccc(F)cc2)cs1,-5
COc1ccc(NC(=O)N(Cc2ccco2)C2CCN(C(C)=O)CC2)c(OC)c1,-5
CCOC(=O)c1cc(S(=O)(=O)Nc2cc(F)ccc2C)[nH]n1,-5
CC(=O)c1c(C)nnn1-c1nonc1-c1ccccc1,-2
Cc1ccc(NS(=O)(=O)c2ccc(Cl)cc2)cc1O,-2
CCc1ccc2occ(CC(=O)Nc3sc4c(c3C(=O)NCCOC)CCCC4)c2c1,-6
Cc1cccc(OCC(=O)Nc2ccc(C(=O)OCc3cc(=O)n4nc(C5CC5)sc4n3)cc2)c1,4
Cc1ccc(C)c(N2CCN(C(=O)C3CCN(S(=O)(=O)c4cn(C)cn4)CC3)CC2)c1,-4
c1ccc(N2CCN(c3nnc(-c4ccncc4)o3)CC2)cc1,19
CCOC(=O)N1CCN(Cc2ccc3c(c2)CN(C(=O)Cn2cnc4ccccc42)CCO3)CC1,-7
Cc1ccc(NC(=O)Nc2ncc(C(F)(F)F)cc2Cl)cc1,7
CC(C)(C)C1CC=C2C(C#N)C(=N)C(C#N)(C#N)C(c3ccccc3)C2C1 (stereo unspecified),5
COc1cccc(/C=N/Nc2nc3ccccc3s2)c1O,-5
CCN1C(=O)N=C(Cc2cc(Br)cs2)C1=O,2
CCc1cccc(-n2c(=O)c3cccnc3n2CC(=O)NCc2ccccc2Cl)c1,4
CC(=O)C12C3C4C(C5C1C3C5(Br)C41OCCO1)C21OCCO1 (stereo unspecified),-5
CNC(=O)c1cc(S(=O)(=O)N2CCCCCC2)ccc1Cl,2
O=C(O)Cc1ccccc1Sc1ccc(Cl)cc1,-12
CCOC(=O)C1=C2Oc3ccccc3N2C(=O)C(=NC(=O)c2ccc(C)cc2)C1,-8
C=CCN1C(=S)SC(=O)/C1=C\c1cccc(OC(=O)c2ccccc2)c1,-7
CCOC(=O)CN(C)C(=O)CCc1nnc(-c2ccc(C(C)=O)s2)o1,8
COc1ccc(C(=O)NCc2cccnc2-n2ccnc2)c(OC)n1,0
COc1ccc(NC(=S)NNC(=O)c2nnn(-c3ccccc3)c2C)cc1,-2
Cc1cc(-c2ccccc2)nc2oc3c(c12)NC(=O)CN(c1cccc(C(F)(F)F)c1)C3=O,8
O=C1CN(C(=O)Cc2ccccc2)C(c2ccc(F)cc2)c2cc(Br)ccc2N1 (stereo unspecified),-5
Cc1noc(C)c1CCC(=O)N1CCCC(CNS(=O)(=O)c2cccs2)C1 (stereo unspecified),4
C=CCn1c(C)cn2c3c(=O)n(Cc4cccc(Cl)c4)c(=O)n(C)c3nc12,12
Cc1sc(NC(=O)c2ccccc2)c(C(=O)c2ccccc2)c1C,17
CCOC(=O)CCNC(=O)C1CC(=O)c2sc(NC(=O)c3c(F)cccc3Cl)nc2C1 (stereo unspecified),2
CN1CCN(C2=C(C(=O)Nc3ccccc3)S(=O)(=O)c3ccccc32)CC1,12
CCOc1ccc(CC(=O)NCc2ccccc2)cc1OCC,-5
Cc1cc(C)c(C)c(S(=O)(=O)NCC(=O)N2CCCC2)c1C,-4
Cc1cc(C)c2c(N)c(C(=O)Nc3ccccc3C(F)(F)F)sc2n1,-1
CN(C)Cc1ccccc1Sc1ccccc1CO,-1
CC1CCC(NC(=O)c2ccc3c(c2)N(Cc2ccccc2F)C(=O)c2ccccc2S3=O)CC1 (stereo unspecified),-4
CCOCCSc1nc2sc3c(c2c(=O)n1-c1ccccc1)CC(C)(C)OC3,2
Nc1nc(-c2ccc(Br)cc2)c(S(=O)(=O)c2ccccc2)s1,-5
COc1ccc(C(=O)COC(=O)C(CCCCN2C(=O)C3C4C=CC(C4)C3C2=O)N2C(=O)C3C4C=CC(C4)C3C2=O)cc1 (stereo unspecified),-1
C=CCn1c(SCC(=O)NCCO)nc2sc3c(c2c1=O)CCCC3,4
O=C(Nc1nc2ccc(Br)cc2s1)c1ccc([N+](=O)[O-])cc1Cl,8
Cc1ccc(S(=O)(=O)c2nnn3c2nc(NCc2ccc4c(c2)OCO4)c2sccc23)cc1,7
CSc1sccc1C(=O)C(F)(F)F,9
CCn1c(SCC(=O)Nc2ccc3c4c(cccc24)CC3)nnc1-c1ccc(N)cc1,-4
CCc1noc(C)c1C(=O)N1CCN(S(=O)(=O)c2cccs2)CC1,-9
CC1(C(=O)O)OCC2(CO1)COC(C)(C(=O)O)OC2 (stereo unspecified),6
c1ccc(NCn2nnc3ccccc32)cc1,-14
O=C(c1cccs1)N1N=C(c2cccs2)CC1c1ccco1 (stereo unspecified),-2
COc1ccc2c(c1)c1c(c(=O)n(-c3ccc(F)c(Cl)c3)c(=O)n1Cc1ccccc1C)n2C,-11
O=C(Nc1ccc(Cl)c(-c2nc3ccccc3[nH]2)c1)c1ccc(-c2ccccc2)cc1,-6
CC1(C)CCc2c(ncc3[nH]c4ccccc4c23)C1,-10
Clc1ccc(-c2nnc3n2CCCCS3)cc1,7
CC1(C)CC(NS(=O)(=O)c2ccc(I)cc2)CC(C)(C)N1,8
Cc1cccc(CS(=O)(=O)N2CCN(c3ccccc3F)CC2)c1,6
CC1C(=NC(=O)Oc2ccccc2)C(=O)N(c2ccccc2)N1C (stereo unspecified),1
COc1ccc(-c2cc(C(F)(F)F)n3nc(C(=O)N4CCOCC4)nc3n2)cc1,-1
Cc1ccc(CCC(=O)N2CCN(c3cccc(C(F)(F)F)c3)CC2)cc1,10
Cc1ccc(NC(=O)c2sc3nc(-c4ccncc4)ccc3c2N)cc1,1
CCOC(=O)c1c(NC(=O)CSc2cn(CCNC(=O)c3ccccc3OC)c3ccccc23)sc2c1CCC2,-15
N#CC1C(=N)Oc2n[nH]c(-c3ccccc3)c2C1c1ccccc1F (stereo unspecified),1
CCc1ccc(NC(=O)CSc2nc3c([nH]c4ccccc43)c(=O)n2C)cc1,-2
